# MC4R ag barr = human MC4R agonism via beta-arrestin | 360,000 compounds, 0.98% hits | activation, % at 8.9 µM | P32245 | U2OS MC4R beta-arrestin complementation, luminescence; percent of melanotan II response, DMSO zero;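 active = activation above a per-plate cutoff, the mean activation of sample wells on that plate plus 3 SD, cut at about 8% in these data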
# NOD2-RIPK2 inh = inhibitors of human NOD2-RIPK2 interaction; inhibition, % at 4.98 µM; CHO BLA complementation NOD2-RIPK2, CCF4 ratio; 360,000 compounds, 0.38% hits; AID 624267; O43353; in the data active = inhibition above about 21%;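 note: 0% = vehicle only and 100% = reference blocker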
# TLR9-MyD88 block = TLR9-MyD88 interaction inhibition; inhibition, % at 4.98 µM; Q9NR96+Q99836; CHO BLA complementation TLR9-MyD88, CCF4 FRET ratio; AID 504734; 340,000 compounds, 0.21% hits;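 active = inhibition above the mean over all tested compounds plus 3 SD, cut at about 21% in these data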;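 note: 0% = DMSO only wells and 100% = clavulanate BLA inhibitor control wells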
# HTR2A ag = activates the mouse 5-HT2A serotonin receptor | P35363 | AID 624169 | activation, % at 7.6 µM | 360,000 compounds, 0.66% hits | CHO-K1 mHTR2A beta-arrestin complementation, luminescence; percent of 30 µM serotonin response;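 active = activation above a run cutoff, the mean activation of all tested compounds plus 3 SD, cut at about 14% in these data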;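 note: 0% = plate median of compound wells and 100% = 30 µM serotonin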
# MC4R antagonist = blocks human MC4R cAMP signaling | P32245 | MC4R-expressing cells, MTII-stimulated cAMP, LANCE TR-FRET | inhibition, % at 6.5 µM | 360,000 compounds, 0.48% hits | AID 540295;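 active = inhibition above its plate's cutoff, the mean of tested wells on that plate plus 3 SD, cut at about 29% in these data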;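 note: 0% = Melanotan II alone and 100% = Melanotan II plus saturating MCL0020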
#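 material = U2OS cells stably expressing human melanocortin 4 receptor (MC4R) | also added = Melanotan II challenge | dosing = single nominal compound dose of 6.5 µM | detection = TR-FRET with Eu-cAMP and labeled anti-cAMP, 671 nm | replication = singlicate | timing = compound 30 min, challenge 1 h, detection 1 h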
# ABHD5 PLIN5 PPI = blocks binding of human ABHD5 to perilipin-5; Q00G26+Q8WTS1; Split G. princeps luciferase complementation, luminescence, 4 h; inhibition, % at 4 µM; 360,000 compounds, 0.78% hits;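 active = inhibition above the mean inhibition across every tested compound plus 3 SD, cut at about 22% in these data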;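 note: 0% = DMSO only wells and the 100% control is not disclosed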
# Target sequence (Q00G26 whole entry, looked up): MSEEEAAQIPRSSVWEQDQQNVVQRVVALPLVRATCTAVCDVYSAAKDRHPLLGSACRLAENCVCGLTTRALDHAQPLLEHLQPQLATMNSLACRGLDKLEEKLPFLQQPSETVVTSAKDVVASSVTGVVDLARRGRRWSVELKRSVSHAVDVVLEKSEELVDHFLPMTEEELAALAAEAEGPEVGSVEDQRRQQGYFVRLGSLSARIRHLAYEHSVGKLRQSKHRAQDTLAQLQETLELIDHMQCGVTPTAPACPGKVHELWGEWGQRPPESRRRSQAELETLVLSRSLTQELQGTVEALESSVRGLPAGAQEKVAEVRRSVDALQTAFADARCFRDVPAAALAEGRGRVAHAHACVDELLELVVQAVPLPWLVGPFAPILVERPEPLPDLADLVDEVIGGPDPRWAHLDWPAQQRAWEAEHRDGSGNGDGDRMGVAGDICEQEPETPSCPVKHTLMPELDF
# Target sequence (Q8WTS1 whole entry, looked up): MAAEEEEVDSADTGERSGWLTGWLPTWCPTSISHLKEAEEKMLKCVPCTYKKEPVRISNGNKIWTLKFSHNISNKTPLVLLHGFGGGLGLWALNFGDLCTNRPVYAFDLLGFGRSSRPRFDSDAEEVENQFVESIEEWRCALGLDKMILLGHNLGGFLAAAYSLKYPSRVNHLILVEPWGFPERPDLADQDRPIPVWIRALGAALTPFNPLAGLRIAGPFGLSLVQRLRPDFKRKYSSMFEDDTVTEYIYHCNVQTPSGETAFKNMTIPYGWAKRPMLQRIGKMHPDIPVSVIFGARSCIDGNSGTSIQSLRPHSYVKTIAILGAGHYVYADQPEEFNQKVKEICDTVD
# N-glyco inh = blocks N-linked glycosylation in D54 reporter cells. D54 ERlucT glycosylation luciferase reporter, 24 h; percent of 100 nM tunicamycin response. reporter increase, % at 12.5 µM. 360,000 compounds, 0.23% hits;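 active = mean luciferase reporter signal, scaled so untreated is 0 and the glycosylation-blocking control 100, at or above a set limit in every replicate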;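 note: luciferase carries N-glycosylation sites so blocking glycosylation raises the light; 0% = median of neutral control wells and 100% = median of 100 nM tunicamycin wells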
# SRC2 inh = inhibits human steroid receptor coactivator 2. HEK293 GAL4-SRC2 luciferase reporter, luminescence. inhibition, % at 9 µM. 370,000 compounds, 0.17% hits. Q15596;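 active = inhibition above the mean inhibition of all tested compounds plus 3 SD, set per campaign, cut at about 52% in these data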;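 note: 0% = DMSO treated cells and 100% = cells given Gossypol at 36 µM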
# H9c2 protect = modulators protecting cardiomyocytes from myocardial damage; H9c2 cardiomyocytes, H2O2 injury protection, ATPLite, 2 h; 360,000 compounds, 0.63% hits; protection from H2O2 cell death, % at 20 µM;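 active = compounds giving at least 50% protection of heart cells from peroxide-induced death in the single-dose screen, raw or plate-pattern-corrected value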;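 note: 0% = DMSO wells with peroxide and 100% = DMSO wells without peroxide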
# ABCB6 inh 2 = inhibitors of human ABC transporter ABCB6 | K562-ABCB6 porphyrin accumulation, flow cytometry, 1 h; hits give low values | AID 602162 | fluorescence ratio to DMSO, % at 10 µM | 360,000 compounds, 0.19% hits;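 active = fluorescence ratio to DMSO below 75%, the collection mean minus 3 SD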;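 note: signal is porphyrin accumulated inside mitochondria; 100% equals median channel fluorescence of DMSO control wells; lower ratio means ABCB6 inhibition with less porphyrin fluorescence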
# An asterisk follows results filed as active; i = inactive; x = not tested or not shown. An excerpt; the hit share may differ from the screen's.
smiles	MC4R ag barr	NOD2-RIPK2 inh	TLR9-MyD88 block	HTR2A ag	MC4R antagonist	ABHD5 PLIN5 PPI	N-glyco inh	SRC2 inh	H9c2 protect	ABCB6 inh 2
COc1cc(C(=O)NCC(c2ccco2)N2CCCC2)ccc1OCc1c(C)noc1C (configuration not stated)	0.1	-3.4	-1.3	2.0	1.9	2.2	-0.1	-26.1	7.7	80.0
Cc1ccc(-c2ccc(=O)n(CC(=O)NCCC(C)C)n2)cc1	-1.5	-6.2	7.3	-5.7	1.5	14.8	-1.5	11.2	3.2	102.0
Cc1nn(CC(=O)NCCN2CCOCC2)c(C)c1[N+](=O)[O-]	-0.5	0.0	-0.3	-2.8	9.0	6.5	2.5	-6.8	-7.1	101.0
COc1cc(/C=C/C(=O)OCC(=O)N2CCCCCC2)cc(OC)c1OC	-1.2	9.2	-6.0	-2.9	-2.5	-0.7	5.1	21.2	0.4	97.0
O=c1cc(CSc2n[nH]c(=O)n2C2CC2)c2ccc(O)cc2o1	0.1	-1.0	x	2.0	1.7	4.5	0.5	-21.2	16.7	99.0
Cn1cccc1/C=N\NC(=O)C1COc2ccc(C(C)(C)C)cc2O1 (configuration not stated)	7.4	-7.4	-1.9	4.4	-4.1	-1.4	0.1	11.8	-11.3	100.0
COc1ccc(/C=N/NC(=O)c2ccccc2Cl)cc1CSc1nc2ccccc2s1	-4.0	16.8	2.4	-6.5	-27.0	2.0	13.2	10.1	-1.4	97.0
CCCNC(=O)C12CCC(C)(c3nc4cc(C)c(C)cc4nc31)C2(C)C (configuration not stated)	5.3	-5.6	-5.9	2.0	3.5	5.2	-3.6	3.6	-0.8	97.0
O=C(CN1CCCCC1)Nc1ccc(N2CCCCCC2)cc1	-4.4	0.5	-13.4	-6.7	-2.4	-3.3	-5.0	-2.6	13.0	102.0
CCOC(=O)Cc1csc(NC(=O)CSc2nnc(-c3ccc(F)cc3)o2)n1	-1.3	-7.8	7.8	-6.0	-0.3	6.7	-2.5	-2.1	-7.3	103.0
C[C@H](CO)N1C[C@H](C)[C@@H](CN(C)S(=O)(=O)c2ccccc2)Oc2ccc(NC(=O)C3CCCCC3)cc2C1=O	-0.8	-7.2	0.1	-0.1	9.2	-4.1	5.8	14.1	3.6	92.0
O=C(Nc1ccc(NC(=O)C2CC2)nc1)c1ccccn1	-0.7	2.0	1.4	-3.2	1.9	0.1	-14.6	-70.9	-11.5	102.0
Cc1cc(OC(F)F)ccc1NC(=S)NCCc1ccccc1	-2.3	0.6	-8.6	-2.6	8.1	-6.2	-1.7	-21.1	1.7	100.0
COCCCNC(=O)c1c(N)n(/N=C/c2cccnc2)c2nc3ccccc3nc12	10.1*	-1.1	3.4	2.0	3.0	-2.7	1.5	17.1	47.4	93.0
O=C(COC(=O)C1CCN(c2ccc(C(F)(F)F)cn2)CC1)c1ccc(F)cc1	-1.6	-0.9	-24.0	-3.6	5.8	8.9	0.3	17.8	-16.0	99.0
CC1CCN(c2ccc3c(c2)S(=O)(=O)c2cccc(C(=O)NCc4cccc(F)c4)c2C3=O)CC1	-2.2	16.3	10.0	8.9	3.7	-2.0	-6.5	-8.3	0.7	119.0
COc1cc(C(=O)N/N=C(\C)Cc2ccccc2)cc(OC)c1OC	-2.0	0.1	17.9	-4.5	-21.9	0.0	8.1	-16.2	2.4	105.0
O=C(CSc1n[nH]c(-c2ccncc2)n1)c1ccccc1	0.3	-11.0	-16.5	-5.3	8.6	-2.2	1.5	5.9	2.4	100.0
Cc1ccc2c(c1)C(c1ccccc1)N(C(=O)c1c(F)cccc1Cl)CC(=O)N2 (configuration not stated)	0.1	-1.3	1.9	-5.2	12.5	1.2	-3.0	-16.4	4.4	98.0
Cc1ccc(C)c(SCC(=O)Nc2cccnc2Cl)c1	-5.1	-2.0	-2.1	0.4	11.4	-1.4	-3.5	18.8	-9.1	97.0
COc1cccc(C(=O)Nc2nnc(-c3ccccc3)s2)c1OC	0.4	-14.9	-5.0	-3.1	0.4	4.9	-3.8	-109.2	-11.8	99.0
N/C(Cc1ccc([N+](=O)[O-])cc1)=N\OC(=O)COc1cccc2ccccc12	-0.7	-14.7	4.3	-4.8	-0.1	-0.6	-0.2	x	-0.3	97.0
CCCCNC(=O)C(NC(=O)c1cccnc1OC)C(=O)c1ccccc1 (configuration not stated)	x	-9.0	x	-0.9	x	-3.9	x	9.2	x	x
COc1ccc(Cc2nnc(NC(=O)C3CCCO3)s2)cc1 (configuration not stated)	0.6	-1.5	11.9	4.6	9.9	-2.1	-1.0	-23.2	1.4	96.0
CC1CC(C)CN(S(=O)(=O)c2ccc3c(c2)CCN3C(=O)C2CC2)C1 (configuration not stated)	-2.7	14.1	-9.5	-3.5	-0.4	-1.1	-3.5	-27.0	-1.0	103.0
OCc1nc2ccc(Cl)cc2[nH]1	-0.7	-13.7	-8.6	0.4	12.4	-2.4	0.6	-16.6	12.1	103.0
O=C(CCN1CCOCC1)Nc1ccccc1	-2.6	3.9	-1.4	-0.8	3.5	0.9	2.5	0.9	0.9	94.0
CCOC(=O)CC(NS(=O)(=O)c1ccc(NC(C)=O)cc1)c1ccc(OCC)cc1 (configuration not stated)	1.0	-5.5	-6.2	10.2	-0.4	6.7	-2.3	27.3	-7.9	105.0
O=C(/C=C/c1ccccc1)NCCN1CCOCC1	-0.9	4.2	1.2	-1.7	1.7	-3.7	-1.3	22.4	2.4	101.0
COc1ccc(-n2ncc3c2CC(C)(C)CC3NC(=O)C2CCN(C(C)=O)CC2)cc1 (configuration not stated)	-1.0	-4.0	-17.7	-3.9	14.9	2.2	1.4	-30.3	-2.3	99.0
Cc1nnc(SCC(=O)N2CC(=O)Nc3ccccc32)s1	0.3	0.1	-8.9	2.0	2.9	5.5	1.0	-27.2	0.9	99.0
COC(=O)c1ccc2c(=O)n(NC(=O)C(c3ccccc3)c3ccccc3)c(=S)[nH]c2c1	1.7	-9.7	3.2	4.3	-3.5	11.1	-1.3	-7.0	28.6	83.0
CCOc1ccc(/C=N/NS(=O)(=O)c2ccc(C)cc2)cc1OC	-0.8	-1.3	-2.9	1.4	4.2	3.2	-0.6	-14.8	-6.1	97.0
CCOC(=O)N1CCN(C(=O)Nc2ccc(Cl)cc2)CC1	-0.8	1.6	-5.1	4.6	-0.1	-2.0	-0.3	-22.3	10.7	88.0
CCCn1cnc2c(SCc3ccccc3)nc(N)nc21	-1.1	-0.2	11.4	-3.2	-1.8	-1.5	0.1	-49.2	-2.7	90.0
CN(NC(N)=O)c1ncc(C(F)(F)F)cc1Cl	0.1	-10.0	-7.7	-1.0	3.0	-3.5	-0.2	-18.9	-0.4	81.0
CC(C)(C)C(=O)C(Cc1ccccc1)n1cncn1 (configuration not stated)	-1.5	-2.7	1.3	3.5	9.0	1.5	0.4	-3.4	2.6	84.0
O=S(=O)(NN1CCOCC1)c1ccc(Cl)s1	1.7	4.5	-1.4	8.2	-8.4	2.1	2.8	6.2	1.2	100.0
Cc1ccc(C(=O)Nc2ncc(Cc3ccccc3)s2)o1	-0.3	-9.2	1.0	0.5	-5.6	1.9	-13.6	-62.8	-15.6	94.0
O=C(Cc1ccccc1[N+](=O)[O-])N1CCN(c2ccccc2F)CC1	0.0	-1.9	5.7	-3.5	5.3	-1.0	0.8	12.7	6.0	101.0
Cc1cc(C)c2oc(C(=O)N3CCN(Cc4ccccc4)CC3)cc(=O)c2c1	-1.9	-3.6	0.3	8.2	-4.6	3.0	0.9	-23.5	5.5	101.0
COc1ccc(S(=O)(=O)Nc2nccs2)cc1OC	-4.7	1.7	-11.9	-1.0	-2.8	1.8	3.5	7.5	2.3	103.0
Cc1nn(CCC#N)c2nc(C(F)(F)F)[nH]c(=O)c12	-2.2	7.5	10.2	-3.8	0.2	-4.7	0.2	-20.0	-6.7	95.0
COc1ccc(CNC(=O)N2CCc3ccccc3C2)cc1	-1.9	1.3	-2.9	1.5	10.0	-6.0	-2.7	-30.4	-1.1	100.0
COc1ccc(NC(=O)c2ccccn2)cc1	-2.3	3.5	-3.3	-1.6	-1.5	-3.4	-16.7	x	-27.8	91.0
COc1cc(NS(=O)(=O)c2cc(C(=O)N3CCN(C(C)=O)CC3)ccc2OC)cc(OC)c1	-1.4	-3.0	-11.2	-1.1	16.4	4.7	2.1	7.2	8.6	86.0
COC(=O)c1cccc(NC(=O)Cc2nc(-c3ccccc3)sc2-c2ccc(C)cc2)c1	0.0	-9.9	2.9	-5.0	5.2	3.2	-8.8	-5.8	-6.5	98.0
C=CCNC(=S)NCc1cccnc1	-1.5	-9.1	3.5	0.9	0.7	2.0	2.3	-36.7	9.4	96.0
Cc1nc2ccccc2n1C(c1cccnc1)c1nc2ccccc2[nH]1 (configuration not stated)	x	-6.1	x	14.1	x	5.5	x	-17.9	x	x
CCn1c(-c2ccc[nH]c2=O)nc2ccccc21	-1.1	-3.2	3.5	-0.9	6.7	2.9	2.6	0.8	5.1	i
O=C(CCCc1ccccc1)Nc1ccnn1C1CCN(Cc2ccccn2)CC1	1.4	-1.7	-11.2	-1.5	7.8	0.6	-1.2	-57.0	1.9	101.0
O=C(NCC(c1ccco1)N1CCc2ccccc2C1)C(=O)Nc1ccccc1 (configuration not stated)	0.0	-15.5	1.1	-2.5	5.7	1.1	-1.5	1.1	-5.0	99.0
CC(NC(=O)c1ccccc1)C(=O)OCC(=O)c1ccc(Br)cc1 (configuration not stated)	-1.5	-6.6	10.3	-0.2	12.2	5.2	2.0	9.8	-2.0	99.0
Cc1cc(OCC(=O)OCC(=O)Nc2cccnc2Cl)ccc1Cl	-1.6	-14.4	-2.3	1.1	9.8	3.9	1.6	-20.3	2.6	96.0
Cn1c(=O)c2c(-c3ccccc3)n(-c3ccccc3Br)cc2n(C)c1=O	x	7.1	x	7.7	x	6.4	0.3	26.9	10.4	89.0
O=C(NCCCN1CCOCC1)c1ccc2c(c1)N(Cc1c(F)cccc1Cl)C(=O)c1ccccc1S2	0.6	6.7	-7.5	-4.2	21.9	6.2	-1.7	20.6	-1.8	101.0
COC(=O)C1=C(C)NC(=O)C1(NC(=O)c1ccncc1)C(F)(F)F (configuration not stated)	-1.4	-0.3	-6.9	-2.0	8.8	5.7	-1.0	17.1	-1.1	99.0

# Source: PubChem
